RXFP1 antag = RXFP1 (human) relaxin receptor antagonism; activity change, negative = inhibition, % at 57.5 µM; HEK293-RXFP1, relaxin-stimulated cAMP HTRF, 30 min; stronger effect = lower value; hit rate 0.59% among 350,000;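 active = activity change of -60% or lower, but not beyond a set lower limit; inconclusive = change between -60% and -40%, or beyond the set limit; inactive = change above -40%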; note: % is set by controls: 0 for no effect and ±100 for the full control effect
D2 PAM = positive allosteric modulators of human D2 dopamine receptor | HEK293 T-REx D2, calcium flux, EC20 dopamine potentiation | hit rate 0.34% among 340,000 | potentiation, % at 10 µM | AID 485347;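 active = potentiation over 3 SD above the plate norm, cut at about 30% in these data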; note: 0% is about no effect
Target sequence (P14416 whole entry, looked up): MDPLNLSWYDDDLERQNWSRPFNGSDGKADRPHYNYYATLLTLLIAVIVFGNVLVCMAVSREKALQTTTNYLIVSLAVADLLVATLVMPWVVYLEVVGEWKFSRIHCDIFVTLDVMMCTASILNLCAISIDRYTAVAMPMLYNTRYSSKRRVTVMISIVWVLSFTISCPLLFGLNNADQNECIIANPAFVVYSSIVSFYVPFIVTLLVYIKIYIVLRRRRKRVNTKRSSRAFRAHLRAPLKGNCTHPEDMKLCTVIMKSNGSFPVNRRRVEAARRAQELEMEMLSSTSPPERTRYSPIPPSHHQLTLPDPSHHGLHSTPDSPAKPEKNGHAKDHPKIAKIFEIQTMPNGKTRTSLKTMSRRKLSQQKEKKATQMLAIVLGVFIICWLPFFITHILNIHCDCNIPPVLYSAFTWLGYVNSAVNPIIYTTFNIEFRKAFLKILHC
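Primary screen. Calcium kinetics in induced HEK293 T-REx D2 cells: compound pre-addition 180 s, EC20 dopamine, 180 s more.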
D1 PAM = potentiators of human D1 dopamine receptor; potentiation, % at 10 µM; HEK293 TREx D1 cells, calcium flux, dopamine EC20 potentiation; P21728; AID 504651; hit rate 0.036% among 360,000; in the data active = potentiation above about 30%; note: 0% is about no effect
Target sequence (P21728 whole entry, looked up): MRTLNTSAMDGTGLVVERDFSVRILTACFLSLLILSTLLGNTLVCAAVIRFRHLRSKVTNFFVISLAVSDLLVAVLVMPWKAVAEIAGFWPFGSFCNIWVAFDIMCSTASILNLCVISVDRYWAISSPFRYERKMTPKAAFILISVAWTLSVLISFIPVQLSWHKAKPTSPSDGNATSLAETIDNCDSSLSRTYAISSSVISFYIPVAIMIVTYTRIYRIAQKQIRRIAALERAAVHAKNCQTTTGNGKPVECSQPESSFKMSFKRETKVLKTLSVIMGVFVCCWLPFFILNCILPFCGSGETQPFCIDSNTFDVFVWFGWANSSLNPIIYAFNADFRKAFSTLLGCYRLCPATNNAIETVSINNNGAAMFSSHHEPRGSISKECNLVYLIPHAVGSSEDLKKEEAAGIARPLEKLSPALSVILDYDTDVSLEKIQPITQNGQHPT
RXFP1 ag = agonists of human relaxin receptor RXFP1; Q9HBX9; HEK293T-RXFP1 cAMP TR-FRET, 30 min; response scale: percent of porcine relaxin response, buffer zero; Potency, µM (highest dose often 57.5 µM), without a hit: at the highest dose activation, usual class: activators; AID 2676; hit rate 0.3% among 370,000; note: potency is the fitted concentration of half-maximal effect; % is set by controls: 0 for no effect and ±100 for the full control effect; nearly all actives have a fitted effect of over 60% in size; many of its hits are not listed in these tables
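Agonist response is measured as cAMP accumulation in an RXFP1-transfected HEK293T line under PDE4 inhibition. Values are scaled between buffer-only and 29 nM porcine relaxin, and EC50s come from standard Hill equation fits.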
D1 agonist = agonists of human D1 dopamine receptor | HEK293 T-REx D1 cells, calcium flux, agonist mode | activation, % at 2 µM | P21728 | hit rate 1% among 360,000; in the data active = activation above about 30%; note: 0% is about no effect
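Agonism was scored from calcium flux recorded over 180 s (1 read/s) after pintool compound addition, following a 10-cycle baseline. Cells were inducible force-coupled HEK293 TREx D1, plated overnight at 30 C and loaded with no-wash calcium dye.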
Vif-A3G inh = inhibitors of Vif-APOBEC3G interaction; HeLa A3G-eYFP + Vif (tagged APOBEC3G with the HIV-1 protein that degrades it), YFP fluorescence, overnight; Q9HC16; AID 602310; Potency, µM (titrated, usually from 46.1 µM), without a hit: at the highest dose activity, negative = active, most hits filed as inhibitors; hit rate 0.076% among 410,000;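 note: potency is the fitted concentration of half-maximal effect; % is set by controls: 0 for no effect and ±100 for the full control effect; nearly all actives have a fitted effect of over 60% in size; hits raise eYFP signal because A3G escapes Vif-driven loss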
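Read-out is eYFP fluorescence (Ex 488/Em 500-530) from Vif-expressing HeLa A3G-eYFP cells; more signal means A3G escaped Vif-mediated degradation. Cells plated overnight, compound pinned in, incubated overnight at 37 deg C.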
Glioma ERSR ind = induces the endoplasmic reticulum stress response in human glioma cells; U87-MG GRP78 promoter luciferase reporter, 16 h; hit rate 0.02% among 420,000; Potency, µM, for the others: at the highest dose activation, hits mostly activators; note: potency is the fitted concentration of half-maximal effect; series mostly up to about 76 µM; % of control where 0% means no effect; nearly all actives have a fitted effect of over 35% in size
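Stably transfected U87-MG glioma cells carrying a GRP78-based luciferase sensor; 16 h compound incubation. Luminescence end-point read 10 min after Bright-Glo addition at room temperature.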
Vif-A3F inh = Vif-A3F binding inhibition. hit rate 0.2% among 390,000. HeLa A3F-eYFP + Vif (tagged APOBEC3F with the HIV-1 protein that degrades it), YFP fluorescence increase. Potency, µM (doses to about 46.1 µM), for inactives: at the highest dose activity, negative = active; note: potency is the fitted concentration of half-maximal effect; % of control where 0% means no effect; nearly all actives have a fitted effect of over 65% in size
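HeLa cells stably expressing Vif plus C-terminally eYFP-tagged A3F were seeded, incubated overnight at 37 deg C, dosed with compound, incubated overnight again at 37 deg C. Yellow fluorescence (Ex 488/Em 500-530) reported blocked Vif-mediated A3F-eYFP degradation.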
D1 antagonist = blocks dopamine activation of the human D1 receptor; HEK293 TREx D1 cells, calcium flux, dopamine EC80; stronger effect = lower value; P21728; AID 504652; hit rate 3.2% among 360,000; activity change, negative = inhibition, % at 10 µM; in the data active = activity change below about -30%; note: % is set by controls: 0 for no effect and ±100 for the full control effect
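HEK293 T-REx cells expressing inducible, force-coupled D1 receptor; no-wash Ca dye, 30–90 min RT. Cmpd → 180 s read at 1 Hz → EC80 DA → 180 s read.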
Starred values were filed as active, the others as inactive; ? = inconclusive; . = not tested or not shown. Unless noted, calls come from the whole dose curve; as a rule, active = well fitted curve in the direction sought with a large enough effect; inconclusive = small, poorly fitted or top-dose-only effect, or another doubt; inactive = no such curve, though single readings can be large; an effect the other way counts as inactive or inconclusive.

SMILES | RXFP1 antag | D2 PAM | D1 PAM | RXFP1 ag | D1 agonist | Vif-A3G inh | Glioma ERSR ind | Vif-A3F inh | D1 antagonist
C[C@H](O)[C@@H]1CN2CCc3c([nH]c4ccccc34)[C@@H]2C[C@@H]1N(C)Cc1cc(Cl)cc(Cl)c1 | -4 | . | . | . | . | -6% | 0% | -3% | .
O=C(c1cccc(Br)c1)N1CCN(S(=O)(=O)N2CCCCC2)CC1 | 10 | 4 | 3 | -0.1% | 2 | 2% | -4% | 6% | -12
CCOC(=O)C1(C(=O)OCC)C(C)CC(=O)N1c1ccccc1OC (stereo not given) | -3 | . | . | . | . | 1% | -1% | 0% | .
Cn1ncc2c(Nc3cccc(C(=O)O)c3)ncnc21 | 1 | . | 4 | 21% | 3 | 2% | -1% | 3% | -6
O=C(Nc1ccccc1N1CCOCC1)c1cc(F)cc(F)c1 | 11 | 3 | 18 | 0.1% | 3 | 3% | -2% | 18% | -5
CCCCc1ccc(N2C(=O)[C@@H]3C(CC(N)=O)NC4(C(=O)Nc5ccc(F)cc54)[C@@H]3C2=O)cc1 (stereo not given in full) | 12 | -6 | 7 | 0.2% | -1 | -3% | -4% | 2% | 6
Cc1sc2nc(CSc3cccc(C(F)(F)F)c3)[nH]c(=O)c2c1C | 3 | -2 | 7 | 0.6% | 4 | -3% | -5% | -14% | -1
Cn1c(=O)c(C(=O)NCc2ccccc2Cl)c(O)c2ccccc21 | -31 | 5 | -1 | -2.3% | 0 | 1% | 10% | 8% | 7
COCc1ccc(C(=O)N(C)C2CCCN(Cc3ccccc3F)C2)o1 (stereo not given) | -6 | -8 | 2 | 0.0% | 4 | -1% | -1% | -2% | 6
CC(C)C(=O)N(Nc1nc2ccccc2s1)C(=O)C(C)C | 2 | 8 | -3 | 0.2% | 2 | 3% | 0% | 5% | 6
COc1ccc(F)cc1Cn1nc(C(=O)O)c2ccccc2c1=O | -9 | 4 | -8 | -0.6% | 1 | -9% | -2% | -11% | -2
Cc1ccc(SCCC(=O)OCC(=O)Nc2ncc(Cl)cc2Cl)cc1 | 2 | -3 | 0 | 1.8% | 3 | 0% | -4% | -5% | -4
Cc1ccc(C(=O)N(CCCN(C)C)c2nc3ccc(Cl)cc3s2)cc1C | -100* | -10 | -2 | 0.1% | 26 | -7% | -5% | -10% | 2
O=C(CCCNC(=O)c1ccc(Cl)cc1)Nc1ccccc1C(F)(F)F | 4 | 8 | 1 | -0.9% | 1 | 0% | -6% | -3% | -9
CCOc1cc(/C=N/NC(=O)C2CC2)ccc1OC(C)C | 3 | 14 | 8 | -2.0% | 2 | -4% | 14% | 1% | -5
Cc1cc(-c2ccccc2)nc2cc(C(=O)NCc3ccco3)nn12 | . | 36* | 5 | 6.6% | 1 | -9% | 1% | -5% | -11
CSC1=NCCN1C(=O)c1ccc(S(=O)(=O)N2CCCCC2)cc1 | . | -5 | -1 | -0.2% | -1 | 0% | -1% | 0% | 2
Cc1nnc(SCC(=O)Nc2cccc([N+](=O)[O-])c2)n1CC1CCCO1 (stereo not given) | -11 | 10 | -6 | 3.0% | 1 | 2% | -4% | 7% | -4
CS/C(N)=N/N=C/c1ccc2c(c1)OCO2 | -14 | -1 | 0 | -2.0% | 3 | 0% | -3% | 8% | -2
Nc1ccc(C(=O)Oc2ccc([N+](=O)[O-])cc2)cc1 | 15 | -5 | 1 | 0.3% | 4 | -3% | 6% | -1% | -13
Cc1ccc(CN2CCC(CNC(=O)Nc3ccc(Cl)cc3)C2)cc1 (stereo not given) | . | -29 | -3 | -0.5% | 15 | 8% | 0% | 5% | -23
O=C(NCc1ccccc1F)C1CCC(=O)N(Cc2ccc(Cl)cc2)C1 (stereo not given) | -1 | 1 | 2 | 0.3% | 2 | 2% | -6% | 3% | 3
CC(=O)c1c(C(C)=O)c(C)n(-c2nc(-c3ccccc3)c(C)s2)c1C | -1 | -26 | 4 | 0.4% | 3 | 1% | 0% | -4% | -14
O=C(CNc1ccccc1F)Nc1cccc2ccccc12 | -1 | 7 | -1 | -4.6% | -1 | -1% | 1% | -29% | 0
CC(C)CNc1oc(-c2ccc(F)cc2)nc1C#N | -21 | 5 | -6 | 2.7% | -2 | -12% | 1% | 0% | -21
Cc1ccc(OCC(=O)Nc2ccc3oc(=O)ccc3c2)c(C)c1 | -2 | -4 | -7 | 3.4% | 3 | -5% | 2% | 4% | -56*
Cc1cc(Cl)c(C)c(S(=O)(=O)N2CCN(C(=O)C3CCCO3)CC2)c1Cl (stereo not given) | -7 | -6 | -9 | -1.2% | 0 | 0% | -4% | 4% | 11
COc1cccc(C=NNc2ccc([N+](=O)[O-])cn2)c1OC | -3 | . | . | . | . | 0% | 3% | 10% | .
COc1ccc(N(C(C)C(=O)N/N=C/c2ccc(OC(C)C)cc2)S(C)(=O)=O)cc1 (stereo not given) | -2 | -6 | -4 | 0.1% | 5 | -5% | -1% | 0% | -1
NS(=O)(=O)c1ccc(NC(=O)c2cc(Cl)ccc2Cl)cc1 | 11 | -7 | -7 | 0.7% | 1 | -1% | -3% | -2% | 6
O=S(=O)(c1cccc(C(F)(F)F)c1)N1CCC(CO)(CCCc2ccccc2)CC1 | -4 | 1 | -6 | -1.5% | 12 | 3% | -2% | -9% | 3
Cc1ccc(N=C(N)N=C(N)N)cc1 | 6 | 2 | -4 | 0.2% | 1 | 1% | -3% | 5% | -13
CC(C)C(C(=O)Nc1ccc2c(c1)OCCO2)N1C(=O)c2ccccc2C1=O (stereo not given) | 0 | -6 | 11 | 3.9% | -4 | -6% | -4% | -7% | -8
CCc1ccc(-c2nc(SCC(=O)N3CCOCC3)n[nH]2)cc1 | -26 | 17 | -2 | -1.2% | 1 | -3% | 3% | 1% | -14
Cc1ccc2oc(=O)n(Cc3ccccc3Cl)c2c1 | -19 | -6 | 3 | -0.4% | 6 | -8% | -2% | -13% | -15
O=C(Nc1ccc2nc(SCC(=O)N3CCOCC3)sc2c1)c1cccc(Cl)c1 | -82* | 4 | -1 | 2.7% | -1 | -23% | -8% | 0% | 0
Cc1ccccc1N(C(=O)c1snc(C(N)=O)c1N)C(C(=O)NCc1ccccc1)c1ccc(O)cc1 (stereo not given) | -30 | -8 | 9 | 12% | 3 | -5% | 6% | 1% | 8
COc1ccc(N2CCN(C(=O)c3cccc(F)c3)CC2)c([N+](=O)[O-])c1 | 4 | -5 | -6 | 2.0% | 7 | 2% | -2% | -7% | -21
Cc1ccc(-n2nc(-c3ccccc3)cc2Nc2ccccc2N)cc1 | -7 | -1 | 10 | 0.0% | 2 | -6% | -4% | -16% | 11
CCc1cnc2c(c1SCCC(C)C)c(=O)n(C)c(=O)n2C | -15 | 15 | -1 | 0.1% | -1 | 1% | -8% | -3% | .
CCNc1ccc(C(=O)NN=C2CCCC2)cc1[N+](=O)[O-] | 4 | 8 | -1 | -2.3% | 1 | ? | 1% | 19% | -3
C=CCn1c(SCc2ccc(C(=O)OC)cc2)nnc1-c1sc(N)nc1C | 6 | 15 | -5 | 0.5% | 2 | 0% | 2% | -3% | -13
CNC(=S)NC12CC3CC(CC(C3)C1)C2 | -4 | -10 | 2 | 6.2% | 6 | 0% | -6% | 15% | 3
O=C(Cn1cc([N+](=O)[O-])ccc1=O)NC1CCCCC1 | 3 | 12 | -8 | 1.4% | 0 | 1% | -1% | 5% | -10
Nc1c(N(CCC2=CCCCC2)C(=O)COc2ccc([N+](=O)[O-])cc2)c(=O)[nH]c(=O)n1Cc1ccccc1 | 2 | . | . | . | . | -16% | 0% | -9% | .

Given with tabs: 3 of the compounds above
SMILES	RXFP1 antag	D2 PAM	D1 PAM	RXFP1 ag	D1 agonist	Vif-A3G inh	Glioma ERSR ind	Vif-A3F inh	D1 antagonist
Cc1ccc(-n2nc(-c3ccccc3)cc2Nc2ccccc2N)cc1	-7	-1	10	0.0%	2	-6%	-4%	-16%	11
Cc1ccc(N=C(N)N=C(N)N)cc1	6	2	-4	0.2%	1	1%	-3%	5%	-13
CCc1cnc2c(c1SCCC(C)C)c(=O)n(C)c(=O)n2C	-15	15	-1	0.1%	-1	1%	-8%	-3%	.

(continued)
SMILES | RXFP1 antag | D2 PAM | D1 PAM | RXFP1 ag | D1 agonist | Vif-A3G inh | Glioma ERSR ind | Vif-A3F inh | D1 antagonist
Cc1nnc(SCC(=O)N2CCCCC2)s1 | 26 | 2 | 5 | -1.4% | 0 | 3% | -2% | -11% | 2
CN1C(=O)CC(N2CCN(C(=O)CN3CCCC3)CC2)C1=O (stereo not given) | -4 | 8 | 13 | 0.1% | 2 | 0% | 1% | 3% | -5
COc1ccc(C(=O)OCC(=O)NC(C)CCc2ccccc2)cc1 (stereo not given) | -5 | 0 | -6 | -3.1% | 2 | 2% | -4% | ? | -26
O=C(NCCc1ccccc1)C1CCN(S(=O)(=O)N2CCCCCC2)CC1 | 5 | -4 | -2 | 0.2% | 1 | 5% | 2% | -6% | -28
CCc1nnc(NC(=O)CSc2nnc(-c3ccccc3OC)n2-c2ccc(C)cc2)s1 | -8 | -6 | 3 | -0.8% | 1 | 1% | -3% | . | -4
CCN(C(=O)COC(=O)CN1C(=O)c2ccccc2C1=O)c1ccccc1 | 4 | . | . | . | . | 2% | -1% | -12% | .
CC(=O)OC1CCC2(C)C3CCC4(C)C(C(C)=O)CCC4C3CC3OC32C1 (stereo not given) | 6 | . | . | . | . | 0% | -4% | 2% | .
CCn1c(SCC(=O)NC2CCCCC2C)nnc1-c1ccc(OC)cc1 (stereo not given) | -21 | -15 | -2 | -0.1% | 1 | 1% | -2% | 0% | -7
Cn1nnc2c(N3CCN(c4cccc(C(F)(F)F)c4)CC3)ncnc21 | 7 | 16 | 0 | 5.2% | -4 | 2% | -2% | 0% | .
CC(C)(C)c1cc(CCC(=O)NNC(=S)NC(=O)c2ccccc2)cc(C(C)(C)C)c1O | -14 | . | 18 | 1.2% | 133* | -11% | 15% | 1% | -66*
CC(=O)Nc1ccc(N2C(=O)CC(N3CCN(Cc4ccc5c(c4)OCO5)CC3)C2=O)cc1 (stereo not given) | -8 | 3 | 3 | -0.9% | 3 | 0% | 0% | -1% | -2

Bioassay records (PubChem)

Not all compounds are listed; the hit share may differ from the screen's.
